Jurkat NFkB inh = lowers PMA/ionomycin-induced NF-kB signal in Jurkat cells | PMA/ionomycin-induced NF-kB luciferase reporter, luminescence | inhibition, % at 4 µM | 330,000 tested, 0.53% active | AID 435003; in the data active = inhibition above about 50%
UBC13 inh = inhibitors of human UBC13 polyubiquitin chain formation; P61088; inhibition, % at 20 µM; TR-FRET; 330,000 tested, 0.47% active; in the data active = inhibition above about 45%, passing the limit was not always enough
Target sequence (P61088 whole entry, looked up): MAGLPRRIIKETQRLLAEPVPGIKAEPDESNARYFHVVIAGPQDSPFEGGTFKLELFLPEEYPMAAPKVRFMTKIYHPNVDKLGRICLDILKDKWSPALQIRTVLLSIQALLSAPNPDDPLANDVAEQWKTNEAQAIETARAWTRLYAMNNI
EBI2 block = antagonists of human EBI2 receptor; inhibition, % at 5 µM; 360,000 tested, 0.81% active; P32249; EBI2 beta-arrestin recruitment, luminescence, 7a,25-OHC stimulated; AID 651636; in the data active = inhibition above about 38%;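 note: enzyme fragment complementation signal reports receptor beta-arrestin coupling in cells; 0% = agonist plus DMSO wells and 100% = wells without agonist; some results beyond the cut were filed as inactive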
CCR6 antag = blocks CCL20-driven beta-arrestin recruitment at human CCR6; inhibition, % at 20 µM; CHO-K1 CCR6 PathHunter beta-arrestin, luminescence, CCL20-stimulated; 340,000 tested, 0.49% active; P51684;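 active = compounds whose inhibition of the agonist-driven luminescence signal at 20 µM reaches about 50%, limit read from the data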;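 note: cells stimulated with CCL20 at 14 nM final; plate controls were DMSO with CCL20 for no effect and DMSO without agonist for full effect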
APJ antagonist = APJ receptor antagonism; P35414; CHO-K1 APJ beta-arrestin complementation, luminescence; inhibition, % at 20 µM; 330,000 tested, 0.32% active;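 active = inhibition above about 40% at 20 µM, limit read from the data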;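 note: cells challenged with 10 nM apelin-13 agonist together with compound; plate controls were apelin-13 plus DMSO wells for no effect and DMSO wells lacking apelin-13 for full effect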
Target sequence (P35414 whole entry, looked up): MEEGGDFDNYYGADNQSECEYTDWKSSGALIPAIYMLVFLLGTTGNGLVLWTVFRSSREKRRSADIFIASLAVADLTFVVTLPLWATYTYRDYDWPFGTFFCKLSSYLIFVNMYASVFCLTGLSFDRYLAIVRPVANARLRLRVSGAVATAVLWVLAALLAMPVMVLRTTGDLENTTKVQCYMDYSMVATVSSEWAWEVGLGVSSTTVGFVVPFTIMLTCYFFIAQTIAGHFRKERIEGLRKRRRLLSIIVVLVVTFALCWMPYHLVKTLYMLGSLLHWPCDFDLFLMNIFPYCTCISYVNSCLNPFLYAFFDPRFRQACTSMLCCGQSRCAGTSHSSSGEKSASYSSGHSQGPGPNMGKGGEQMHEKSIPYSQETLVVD
697 NFkB inh = lowers PMA/ionomycin-induced NF-kB signal in 697 B cells; 697 B-cell NF-kB luciferase reporter, 16 h; inhibition, % at 4 µM; 330,000 tested, 0.33% active; AID 435022; in the data active = inhibition above about 35%
Gli-Sufu antag = blocks Gli-Sufu signaling in a luciferase reporter; AID 588413; Sufu-KO-LIGHT fibroblasts, Gli luciferase reporter luminescence; 340,000 tested, 0.74% active; inhibition, % at 5 µM;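 active = inhibition above about 55%, limit read from the data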;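 note: 0% = DMSO-treated cells and 100% = wells with medium but no cells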
CXCR6 inh = blocks human CXCR6 beta-arrestin recruitment; CHO-K1 PathHunter CXCR6 beta-arrestin, luminescence; O00574; inhibition, % at 20 µM; 360,000 tested, 0.36% active; in the data active = inhibition above about 34%, passing the limit was not always enough;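 note: antagonist mode with CXCL16 agonist at 10 nM final; 0% = 10 nM CXCL16 with DMSO and 100% = unstimulated wells without agonist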
Target sequence (O00574 whole entry, looked up): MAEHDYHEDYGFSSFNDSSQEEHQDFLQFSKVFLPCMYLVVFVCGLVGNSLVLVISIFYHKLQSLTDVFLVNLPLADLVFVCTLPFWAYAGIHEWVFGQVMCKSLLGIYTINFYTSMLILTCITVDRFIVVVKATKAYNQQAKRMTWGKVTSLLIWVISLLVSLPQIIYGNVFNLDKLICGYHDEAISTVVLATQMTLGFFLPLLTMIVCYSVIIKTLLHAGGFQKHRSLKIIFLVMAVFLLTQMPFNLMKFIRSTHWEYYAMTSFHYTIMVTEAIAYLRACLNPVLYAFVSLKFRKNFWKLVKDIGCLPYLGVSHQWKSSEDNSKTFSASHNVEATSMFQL
The depositor's hits bear a star; . = not tested or not shown.

SMILES	Jurkat NFkB inh	UBC13 inh	EBI2 block	CCR6 antag	APJ antagonist	697 NFkB inh	Gli-Sufu antag	CXCR6 inh
Nc1c(C(=O)Nc2ccc3c(c2)OCCO3)nnn1Cc1ccc(Br)cc1	-200	4	38	8	16	-190	-130	0
Fc1ccc2nc(Nc3nc4cc5c(cc4s3)OCO5)sc2c1	-100	-3	7	5	10	-158	-63	-1
CN(C(=O)c1cc(COc2ccc(F)cc2Cl)on1)C1CCCc2ccccc21 (centres undefined)	8	8	3	30	6	6	7	5
Cc1ccc(C(=O)Nc2ccncc2)cc1S(=O)(=O)N1CCOCC1	27	-1	2	0	-6	-25	0	-10
CSc1ncccc1C(=O)N1CCCC(C(=O)c2ccc3ccccc3c2)C1 (centres undefined)	1	6	1	-2	10	3	-2	2
COC(=O)c1c(NC(=O)COC(=O)CNC(=O)c2ccco2)sc(C)c1C	4	7	-1	3	-1	26	0	0
CCOC(=O)N1CCN(C(=O)c2cc3c(s2)-c2ccc(Cl)cc2S(=O)(=O)C3)CC1	5	-7	3	2	-20	7	9	-5
COc1cccc(C(=O)N=c2sc3c(C)ccc(OC)c3n2C)c1	-114	23	21	-6	-4	-188	-100	4
COC(=O)c1c(NC(=O)CN2C(=O)NC3(CCC(C(C)(C)C)CC3)C2=O)sc2c1CCCCC2 (centres undefined)	-7	-1	1	11	15	17	47	1
Cc1cc(C)c(O)c(-c2cc(C(=O)NCCc3ccc(S(N)(=O)=O)cc3)[nH]n2)c1	1	8	22	12	-35	-6	2	8
Fc1ccc(NC(=S)NC2CC3CCCC(C2)N3Cc2cccs2)cc1 (centres undefined)	-11	15	2	11	-3	9	17	3
O=S(=O)(Nc1ccc(O)c(Sc2nc3ccccc3s2)c1)c1cccc2ccccc12	-5	-12	16	-7	-30	-33	13	1
CC(C(=O)Nc1nccs1)N1C(=O)C2CC=CCC2C1=O (centres undefined)	6	7	-10	14	-3	-11	-4	-4
O=C(Cc1c(Cl)cccc1Cl)OCC(=O)N1CCN(C(=O)c2ccco2)CC1	6	4	4	8	13	-5	-18	1
O=C(Nc1ccccc1C(=O)O)c1ccccc1	-12	-4	-4	-7	-18	-20	1	1
COc1cc(/C=C2/C(=N)N3C(=NC2=O)SN=C3S(=O)(=O)C(C)C)ccc1OC(=O)c1ccco1	0	-32	-5	10	-21	2	-10	2
CCn1c(=O)cc(SCC(=O)N(C)Cc2ccccc2)c2ccccc21	-6	7	-13	-4	1	16	20	-2
CC(C)(C)[C@H]1COC(=O)CCC/C=C/C[C@H](CC(=O)N(CCO)Cc2ccccc2)C(=O)N1	3	-3	10	6	7	7	2	4
O=C(NCc1cccnc1)Nc1cccc(NC(=O)NCc2cccnc2)c1	-4	8	-2	4	-16	14	0	-1
CC(=O)c1ccc(N2CCN(C(=O)c3cc(-c4cccnc4)nc4ccc(Br)cc34)CC2)cc1	-10	-16	4	-22	-18	-10	2	8
CCCCNC(=O)c1ccc2c(c1)S(=O)(=O)c1ccccc1C2=O	-12	-9	-16	2	-44	-11	2	-12
C=CCN(C(=O)CSC1=NC(=O)CN1C(C)=O)c1nc(C)c(-c2ccccc2)s1	-30	10	23	41	20	-32	-4	40*
COc1ccc(C(=O)OCC(=O)C(C)(C)C)cc1S(=O)(=O)N(C)CCc1cccnc1	-11	-2	0	16	-1	-4	-8	-6
CCCOc1ccc(C(=O)NCC(c2ccco2)N(C)C)cc1 (centres undefined)	-4	2	-14	6	4	3	11	3
CC1CCCC(NC(=O)CN2C(=O)NC(C)(c3cc(F)ccc3F)C2=O)C1C (centres undefined)	6	16	9	12	3	14	-1	8
Following part.
SMILES	Jurkat NFkB inh	UBC13 inh	EBI2 block	CCR6 antag	APJ antagonist	697 NFkB inh	Gli-Sufu antag	CXCR6 inh
COc1ccc(OC)c(-n2c(SCC(=O)NCc3ccco3)nnc2-c2c[nH]c3ccccc23)c1	7	2	-3	10	4	-1	40	6
Cc1ccc(S(=O)(=O)N[C@@H](CC(C)C)C(=O)N2CCC(C(=O)N[C@@H](Cc3ccccc3)C(=O)O)CC2)cc1	10	-5	-5	4	16	3	-59	5
Cc1ccccc1NC(=O)CCc1c(C)nn(-c2ccc(N3CCCCC3)nn2)c1C	-12	-7	2	8	10	-30	9	3
O=C(C[n+]1ccccc1)Nc1c(Cl)cc(Cl)cc1Cl	-5	-6	3	3	-2	8	1	-4
Cc1nn(-c2ccccc2)c2c1C(c1ccc(F)cc1)C(C#N)=C(N)O2 (centres undefined)	-5	2	-7	17	3	1	6	-6
N#Cc1c(N)n(CCNC(=O)c2cccs2)c2nc3ccccc3nc12	-9	-29	-3	14	30	5	0	6
CC1CCN(C(=O)c2ccc(NC(=O)CC3SC(N4CCCC4)=NC3=O)cc2)CC1 (centres undefined)	9	3	-5	-7	13	9	1	6
COc1ccccc1OCCCOc1c(C)cc(C)cc1Br	1	3	14	21	-7	-3	-2	-4
COc1ccc(C(=O)OCC(=O)c2c[nH]c3ccccc23)cc1OC	-15	-5	2	4	-21	-25	-16	-4
O=C(CNC(=O)/C=C/c1ccccc1)N=Nc1c(O)n(Cc2ccccc2)c2ccccc12	2	-13	.	.	5	-15	.	.
Cc1noc(C)c1COc1ccc(C(=O)N2CCN(S(=O)(=O)c3ccc(Cl)cc3)CC2)cc1	5	1	12	5	-41	-12	10	-1
CN(C)CCn1c(SCc2ccccc2C#N)nc2c(sc3ccccc32)c1=O	8	29	-10	3	17	0	6	12
CC1CN(S(=O)(=O)c2ccc(C(=O)N(CCCN(C)C)c3nc4c(Cl)cccc4s3)cc2)CC(C)O1 (centres undefined)	4	4	-14	16	13	0	22	5
O=C(NNC1=NS(=O)(=O)c2ccccc21)c1ccc([N+](=O)[O-])cc1	4	0	-25	8	-34	-2	1	-5
Cc1nn(CC(=O)Nc2ccc(N3CCOCC3)cc2)c(C)c1Br	-9	-5	3	16	0	-11	18	-8
O=C(CCN1C(=O)/C(=C/c2ccccc2Cl)SC1=S)Nc1cccnc1	4	23	20	-5	-22	9	6	-15
Cc1ccsc1C(=O)OCC(=O)NC1CCCC1	-35	10	-14	5	7	-8	-26	4
O=C(Nc1ccc2c(c1)OCO2)c1cccc2c1C(=O)N(C1CCCCC1)C2	9	-9	-4	20	6	8	9	3
COc1ccc(CN2C(=NC(=O)CCC3CCCC3)SC3CS(=O)(=O)CC32)cc1 (centres undefined)	-2	-10	-8	-6	-18	-31	-5	-6
CC(C)Cc1ccc(C(C)C(=O)Nc2ccc(O)cc2)cc1 (centres undefined)	15	-15	13	14	13	-11	18	-6
Cn1c(C(=O)c2ccccc2)nc2ccccc21	-28	-1	3	13	15	-27	-16	1
C=CCNc1nc(C(F)(F)F)nc2c1nnn2Cc1ccccc1Cl	-6	3	13	3	-13	-24	13	0
CCc1ccc(C(C)NC(=S)NCc2ccc(F)cc2)cc1 (centres undefined)	12	-1	7	10	14	-48	6	-7
CCOC(=O)C1=C(CN2CCc3ccccc32)NC(=O)NC1c1cc(C)ccc1C (centres undefined)	.	.	8	-13	.	.	3	3
Cc1cccc(-c2noc(CCC(=O)N3CCN(c4cc(C)ccc4C)CC3)n2)c1	.	.	1	31	.	-88	-23	-14

In another format: 2 of the compounds above.
| smiles | Jurkat NFkB inh | UBC13 inh | EBI2 block | CCR6 antag | APJ antagonist | 697 NFkB inh | Gli-Sufu antag | CXCR6 inh |
| --- | --- | --- | --- | --- | --- | --- | --- | --- |
| COc1ccc(CN2C(=NC(=O)CCC3CCCC3)SC3CS(=O)(=O)CC32)cc1 (centres undefined) | -2 | -10 | -8 | -6 | -18 | -31 | -5 | -6 |
| N#Cc1c(N)n(CCNC(=O)c2cccs2)c2nc3ccccc3nc12 | -9 | -29 | -3 | 14 | 30 | 5 | 0 | 6 |

The list continues.
SMILES	Jurkat NFkB inh	UBC13 inh	EBI2 block	CCR6 antag	APJ antagonist	697 NFkB inh	Gli-Sufu antag	CXCR6 inh
CCCc1cc(=O)oc2cc(OCC(=O)Nc3ccccn3)ccc12	-80	-2	2	6	8	-57	-37	-1
COCCN(C(=S)Nc1cccc(C)c1)C(C)c1cccs1 (centres undefined)	-2	7	-1	18	-5	-4	14	-6
COc1cc(CCC(=O)OCC(=O)NCCc2ccc(S(N)(=O)=O)cc2)cc(OC)c1OC	-16	7	-4	10	-2	15	6	-3
Cc1oc(-c2ccccc2F)nc1CN1CCC(C(=O)NCCC2=CCCCC2)CC1	-9	-1	1	22	-20	2	7	2
O=C(NCCS(=O)(=O)N1CCN(c2cccc(Cl)c2)CC1)c1cc(=O)c2ccccc2o1	5	-1	4	0	3	-6	30	-4
CCC(=O)N1CCN(c2nnc(-c3ccccc3)c3ccccc23)CC1	21	-1	1	7	16	11	-1	5
O=C1CC(c2ccccc2)CN1C(=O)c1cccnc1 (centres undefined)	-5	8	-8	2	-9	22	1	-2
CC(C)C(=O)NC(c1cccc([N+](=O)[O-])c1)c1c(O)ccc2ccccc12 (centres undefined)	-4	2	11	21	-1	23	-1	0
CCc1nnc(NC(=O)C(C)C)s1	1	-6	-2	6	1	3	93*	-8
CC(CN1CCOCC1)C(=O)O (centres undefined)	12	-1	-2	-6	23	-22	0	-4
COC(=O)c1cccc(NC(=O)c2ccc3c(c2)C(=O)N(Cc2cccnc2)C3=O)c1C	6	2	7	8	-15	-7	-5	-2
CCn1c(SCC(=O)OC)nnc1-c1ccncc1	1	-8	8	10	8	-27	-4	-2
CCNC(=S)N1CCN(Cc2ccccc2)CC1	-14	-8	-1	12	-11	-7	1	-9
Cc1cc(C)c(S(=O)(=O)N2CCCCC2)c(C)c1N(C)S(=O)(=O)c1ccccc1	0	4	30	33	-6	-8	-2	4

Compounds above containing a Cl atom:
SMILES	Jurkat NFkB inh	UBC13 inh	EBI2 block	CCR6 antag	APJ antagonist	697 NFkB inh	Gli-Sufu antag	CXCR6 inh
CN(C(=O)c1cc(COc2ccc(F)cc2Cl)on1)C1CCCc2ccccc21 (centres undefined)	8	8	3	30	6	6	7	5
CCOC(=O)N1CCN(C(=O)c2cc3c(s2)-c2ccc(Cl)cc2S(=O)(=O)C3)CC1	5	-7	3	2	-20	7	9	-5
O=C(Cc1c(Cl)cccc1Cl)OCC(=O)N1CCN(C(=O)c2ccco2)CC1	6	4	4	8	13	-5	-18	1
O=C(C[n+]1ccccc1)Nc1c(Cl)cc(Cl)cc1Cl	-5	-6	3	3	-2	8	1	-4
Cc1noc(C)c1COc1ccc(C(=O)N2CCN(S(=O)(=O)c3ccc(Cl)cc3)CC2)cc1	5	1	12	5	-41	-12	10	-1
CC1CN(S(=O)(=O)c2ccc(C(=O)N(CCCN(C)C)c3nc4c(Cl)cccc4s3)cc2)CC(C)O1 (centres undefined)	4	4	-14	16	13	0	22	5
O=C(CCN1C(=O)/C(=C/c2ccccc2Cl)SC1=S)Nc1cccnc1	4	23	20	-5	-22	9	6	-15
C=CCNc1nc(C(F)(F)F)nc2c1nnn2Cc1ccccc1Cl	-6	3	13	3	-13	-24	13	0
O=C(NCCS(=O)(=O)N1CCN(c2cccc(Cl)c2)CC1)c1cc(=O)c2ccccc2o1	5	-1	4	0	3	-6	30	-4

From PubChem
